High-throughput results: PubChem, several laboratories
Fam108B inh: Fam108B inhibition, counter-screen for RBBP9 inhibitors; recombinant Fam108B, FP-Rh probe fluorescence polarization; inhibition, % at 9.51 µM; 300,000 compounds, 0.33% hits;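 active = inhibition above the screen mean inhibition plus 3 SD, computed separately per campaign, cut at about 18% in these data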;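 also: inhibitors lower polarization as less probe binds the enzyme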
CIT2 TOR yeast: modulators of TOR pathway CIT2-GFP in S. cerevisiae; S. cerevisiae CIT2-GFP strain, flow cytometry, 3 h; 100 means same as DMSO wells; GFP response vs DMSO, % at 10 µM; 320,000 compounds, 0.065% hits;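 active = GFP response relative to DMSO above a set limit, near the screen mean plus 3 SD, cut at about 150% in these data; inconclusive = Fewer than 70 cells measured for a yeast strain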;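 also: ratio of well median GFP fluorescence to mean of DMSO wells on the plate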
BCLXL inh: inhibitors of human Bcl-xL. inhibition, % at 10.9 µM. 320,000 compounds, 0.7% hits. GST-Bcl-xL / FITC-Bim BH3 peptide fluorescence polarization. Q07817;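 active = inhibition above the mean of all tested compounds plus 3 SD, cutoff set per campaign, cut at about 30% in these data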;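 also: 0% = DMSO wells and 100% = unlabeled Bim-BH3 peptide competitor; inhibitors lower millipolarization by displacing the labeled peptide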
Target sequence (Q07817 whole entry, looked up): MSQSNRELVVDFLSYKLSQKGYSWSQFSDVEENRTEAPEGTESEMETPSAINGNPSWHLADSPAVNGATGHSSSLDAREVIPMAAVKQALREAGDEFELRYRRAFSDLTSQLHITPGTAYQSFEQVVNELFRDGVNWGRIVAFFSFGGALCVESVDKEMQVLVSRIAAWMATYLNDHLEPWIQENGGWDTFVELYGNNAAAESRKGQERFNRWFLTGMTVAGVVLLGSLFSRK
MEX-5 binding: C. elegans MEX-5 TCR-2 RNA binding activity | Q9XUB2 | AID 1832 | 300,000 compounds, 0.38% hits | activity score (negative = inhibition of binding), % at 10 µM | MEX-5/FITC-TCR2 RNA binding, fluorescence polarization; stronger effect = lower value;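 active = inhibition past about -25% in most replicates, and total fluorescence under double the plate's negative control median, limit read from the data; inconclusive = replicates evenly split on the limit, or fluorescence at least double controls; inactive = too little inhibition in most replicates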;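 also: 0% = DMSO and -100% = 5 µM competing unlabeled TCR2 RNA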
Target sequence (Q9XUB2 whole entry, looked up): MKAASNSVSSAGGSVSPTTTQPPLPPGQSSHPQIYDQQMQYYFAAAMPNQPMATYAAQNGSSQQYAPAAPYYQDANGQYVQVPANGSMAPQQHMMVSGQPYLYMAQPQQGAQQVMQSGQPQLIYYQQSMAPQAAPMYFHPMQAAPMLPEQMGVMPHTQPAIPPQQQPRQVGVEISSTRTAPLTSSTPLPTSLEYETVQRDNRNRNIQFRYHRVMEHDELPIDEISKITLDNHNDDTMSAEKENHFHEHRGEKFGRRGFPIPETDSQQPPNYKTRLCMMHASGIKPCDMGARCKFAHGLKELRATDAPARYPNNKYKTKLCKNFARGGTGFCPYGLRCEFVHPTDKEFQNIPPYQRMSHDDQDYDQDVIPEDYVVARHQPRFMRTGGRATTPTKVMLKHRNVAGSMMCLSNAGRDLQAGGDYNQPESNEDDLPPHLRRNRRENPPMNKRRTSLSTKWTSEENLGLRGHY
AGP1-GFP MLPCN: alters AGP1-GFP fluorescence in TOR pathway yeast screen; AID 2066; S. cerevisiae AGP1-GFP multiplex flow cytometry, 3 h; GFP as percent of DMSO wells; GFP response vs DMSO, % at 10 µM; 320,000 compounds, 0.02% hits;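 active = GFP response relative to DMSO above a set limit, near screen average plus 3 SD, cut at about 150% in these data; inconclusive = fewer than 70 cells counted for the yeast strain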;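 also: median GFP channel fluorescence of the gated AGP1 strain per well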
GLD-1 TGE inh: GLD-1-TGE RNA interaction inhibition (C. elegans). Q17339. purified GLD-1 + fluorescein TGE RNA, fluorescence polarization. inhibition, % at 5.96 µM. 320,000 compounds, 0.44% hits. AID 2280;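 active = percent inhibition above a per-plate cutoff, the plate mean of test compounds plus 3 SD, cut at about 30% in these data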;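 also: 0% = DMSO wells with GLD-1 and probe and 100% = wells lacking GLD-1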
MCL1 BIM primary: MCL1-BIM-BH3 interaction inhibition (human). GST-MCL1 / FITC-Bim-BH3 fluorescence polarization. AID 2057. inhibition, % at 10.9 µM. 320,000 compounds, 0.68% hits. Q07820;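 active = inhibition above the mean inhibition of all tested compounds plus 3 SD, set per campaign, cut at about 40% in these data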;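 also: 0% = DMSO wells and 100% = unlabeled Bim-BH3 peptide control; higher means more loss of mP so more displacement of Bim peptide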
Target sequence (Q07820 whole entry, looked up): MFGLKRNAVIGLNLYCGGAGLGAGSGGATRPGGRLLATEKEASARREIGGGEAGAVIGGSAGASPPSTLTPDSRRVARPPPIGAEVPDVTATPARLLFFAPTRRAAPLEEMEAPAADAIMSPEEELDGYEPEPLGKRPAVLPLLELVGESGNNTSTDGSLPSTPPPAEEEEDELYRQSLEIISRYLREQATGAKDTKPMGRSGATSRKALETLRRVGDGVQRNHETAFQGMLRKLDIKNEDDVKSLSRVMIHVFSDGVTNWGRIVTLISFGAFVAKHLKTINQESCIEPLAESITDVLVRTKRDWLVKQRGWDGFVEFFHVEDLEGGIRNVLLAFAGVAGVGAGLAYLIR
GRK2 aptamer HTS: blocks RNA aptamer binding to human GRK2 | P25098 | bead flow cytometry, FAM-aptamer displacement from GRK2 | inhibition of aptamer binding, % at 10 µM | 330,000 compounds, 0.59% hits | AID 488847;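 active = inhibition of aptamer binding above 40%, roughly 3 SD of noise, on plates passing a quality check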;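 also: median bead fluorescence of bound FAM aptamer so fluorescent compounds give negative values; no value below 0 was filed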
VLA-4 inh: inhibition in a human VLA-4 binding assay | inhibition, % (about 7 µM as worked out from the volumes in the protocol) | P13612 | VLA-4 expressing cells, ligand binding flow cytometry | 330,000 compounds, 0.2% hits; in the data active = inhibition above about 50%
An asterisk follows results filed as active; ? = inconclusive; · = not tested or not shown.

SMILES	Fam108B inh	CIT2 TOR yeast	BCLXL inh	MEX-5 binding	AGP1-GFP MLPCN	GLD-1 TGE inh	MCL1 BIM primary	GRK2 aptamer HTS	VLA-4 inh
Cc1oc2cc([N+](=O)[O-])c(O)c([N+](=O)[O-])c2c1C(=O)c1ccc(Cl)cc1	0	76	6	1.0	91	-2	11	4	-2
Cc1c(O)ccc2c(-c3ccccc3)cc(=O)oc12	-1	95	3	-1.5	89	5	2	2	-6
CCN(CC1CCCN(CCc2cccc(OC)c2)C1)C(=O)c1ccoc1C (centres undefined)	·	114	·	0.3	103	·	·	4	5
O=C(Cn1c(=O)cnc2ccccc21)NNC(=O)c1ccc(Cl)cc1	·	90	1	·	95	1	7	0	0
CCOC(=O)C(NC(C)=O)(Nc1ccc(S(=O)(=O)Nc2ccncn2)cc1)C(F)(F)F (centres undefined)	-1	101	2	-2.1	105	7	7	1	4
Cc1c(C)n(C)c2ccc(C(=O)NCCc3ccco3)cc12	-63	99	14	-0.8	101	1	6	5	3
O=c1cc(Cn2ccnc2)c2cc3c(cc2o1)CCC3	-2	104	2	1.2	106	3	1	2	13
Cc1cccc(-n2c(C)n[nH]c2=S)c1C	-4	102	-3	0.1	100	-2	-9	0	0
COc1ccc(C(=O)NC2CCN(C(=S)NCc3ccco3)CC2)cc1	-6	89	4	-0.9	97	-8	14	1	-9
CCOC(=O)c1ccc(NC(=O)c2ccccc2C)cc1	-6	95	4	-0.2	93	0	3	1	1
COc1ccc(CCN(C(=S)Nc2ccccc2)C2CC(=O)N(c3ccccc3)C2=O)cc1 (centres undefined)	-1	83	6	-3.6	94	0	4	0	2
Cc1ccc2cc(C=O)c(Cl)nc2c1	1	97	6	-0.4	99	0	1	1	3
Cc1cc(C(=O)NCc2cccnc2)no1	-2	104	1	2.4	106	0	1	0	-5
C=CCN1C(=O)C(CC(=O)Nc2ccc(OCC)cc2)N(Cc2ccccn2)C1=S (centres undefined)	4	88	-8	0.9	97	9	12	1	1
CC(=O)[C@@H]1[C@@H]2C(=O)N(c3ccc(F)c(Cl)c3)C(=O)[C@@H]2C2c3ccccc3C=CN21 (some centres undefined)	0	98	36*	-4.7	97	26	32	3	-1
CCN(CC)CCOc1nc(C)nc2c1oc1ccccc12	-1	104	1	-0.6	103	6	-1	0	6
COc1cccc(-n2c(SC)nnc2-c2cnccn2)c1	1	93	-7	-2.2	97	1	-12	1	4
O=C(/C=C/c1ccccc1)N(Cc1cccc(Cl)c1)C1CCS(=O)(=O)C1 (centres undefined)	7	106	5	2.0	108	5	-4	0	2
COc1ccc(/C=N/n2cnc3c(sc(=S)n3-c3ccccc3)c2=O)cc1	1	100	0	1.3	96	-2	-1	1	18
Cc1ccc(-c2ccc(=O)n(Cc3ccc(F)cc3Cl)n2)cc1	·	101	·	2.2	96	·	·	0	12
COC(=O)c1cc(C(=O)c2ccc(Cl)cc2Cl)cn1C	-5	84	2	-2.9	94	5	3	0	2
CCOC(=O)/C(C#N)=C/c1c(N2CCN(C)CC2)nc2c(C)cccn2c1=O	·	94	·	-4.1	99	·	·	2	16
COc1ccc(Cn2c(O)c(C=Nc3ccccc3)c3ccccc3c2=O)cc1	-3	92	3	2.0	98	-1	4	0	-29
CC1(C)Cc2nc3sc4c(N5CCCC5)nnnc4c3cc2CO1	2	95	4	0.3	94	5	1	1	2
N=c1c(S(=O)(=O)c2ccc(Cl)cc2)cc2c(=O)n3ccccc3nc2n1CCc1ccccc1	1	91	2	-63*	95	-2	4	1	-5

Remaining list, next part:
SMILES	Fam108B inh	CIT2 TOR yeast	BCLXL inh	MEX-5 binding	AGP1-GFP MLPCN	GLD-1 TGE inh	MCL1 BIM primary	GRK2 aptamer HTS	VLA-4 inh
CN(C)C(=O)COC(=O)/C=C/c1ccccc1[N+](=O)[O-]	-1	86	1	-2.6	105	-5	2	1	-1
COCCNC(=O)[C@@H]1CSC2c3ccccc3C(=O)N21 (some centres undefined)	·	105	·	-2.5	103	·	·	0	5
COc1cc(NC(C(=O)Nc2cccc(C(C)=O)c2)c2ccccc2)cc(OC)c1OC (centres undefined)	-2	108	1	-0.7	109	9	-3	76*	11
Nc1cc(C(=O)c2ccccc2)ccc1N1CCOCC1	4	90	7	2.6	92	-5	4	1	-2
Cc1ccc(NCC(=O)c2ccc([N+](=O)[O-])cc2)cc1	4	94	4	3.4	102	-3	-3	3	3
C/C(=N\OC(=O)c1ccc(F)cc1)c1nccs1	-2	111	-7	-1.0	108	2	-11	0	16
COc1cccc2sc(NN)nc12	11	100	2	-0.3	97	8	-4	1	-2
Cc1nn(CC(=O)OCC(=O)NC(C)c2ccccc2)c(C)c1[N+](=O)[O-] (centres undefined)	2	104	4	-1.5	98	3	4	0	5
COc1cccc(C2=CC(c3cc(OC)ccc3OC)n3nnnc3N2)c1 (centres undefined)	-3	95	1	-0.1	102	1	-1	0	9
Nc1nnc(SCCCOc2ccc(F)cc2)s1	4	102	2	0.9	97	3	-2	0	-6
CC1CC(=O)Nc2ccccc2N1S(=O)(=O)c1ccc(Cl)cc1 (centres undefined)	0	88	-78	3.4	96	-95	-96	2	-5
O=C(CNc1cccc(C(F)(F)F)c1)N/N=C/c1cccc(Br)c1	1	99	3	2.3	95	7	3	0	10
CS(=O)(=O)c1ccc(C(=O)OCC(=O)Nc2cccnc2Cl)cc1[N+](=O)[O-]	·	104	·	·	100	8	·	0	13
O=C(CCNC(=O)C1CCN(S(=O)(=O)c2ccccc2)CC1)NCc1ccccn1	0	92	6	1.7	102	0	3	0	11
CCc1c(C)nc2ncnn2c1N1CCCC(C(=O)NCCc2ccccc2)C1 (centres undefined)	-1	100	7	-1.4	101	0	3	5	-11
COc1ccc(OC)c(C2=NO[C@@](CC(=O)O)(C(=O)Nc3ccc4c(c3)OCCO4)C2)c1	4	103	6	-0.3	104	-3	7	4	-1
Cc1cc(C)cc(N(C(=O)c2csnn2)C(C(=O)NC(C)(C)C)c2cccs2)c1 (centres undefined)	1	96	3	1.5	94	4	2	0	5
Cc1ccccc1NC(=O)c1ccccc1	2	112	5	0.7	111	-5	4	0	-15
Fc1ccc2c(c1)C1C=CCC1C(c1cc3c(cc1Br)OCO3)N2 (centres undefined)	2	104	6	0.1	107	14	12	3	-12
CCOC(=O)N1CCN(C(=O)C2CCN(S(=O)(=O)c3ccc(OC)cc3)CC2)CC1	-2	101	2	1.9	90	1	-2	7	0
Cc1csc(SCC(=O)NC(C)c2ccc(F)cc2)n1 (centres undefined)	1	103	-2	-4.8	106	1	-7	0	11
O=C(NCC#CCSc1nnc(-c2cccc3ccccc23)o1)c1cccs1	·	?	·	·	?	5	·	4	-11
CC1CC(C)CN(C(=O)c2ccc(NC(=O)c3ccc(=O)[nH]c3)cc2)C1 (centres undefined)	3	98	-1	3.1	96	-2	0	0	-7
Nn1cc(-c2ccccc2)nc1SCC(=O)NCCc1ccccc1	4	103	-4	-1.0	108	4	5	0	-4
CCN1CCN(c2cc(C)c3cc(NC(=O)Cc4ccccc4OC)ccc3n2)CC1	4	96	5	-0.1	95	1	10	5	0

The closing two entries of the part before open the next one:
SMILES	Fam108B inh	CIT2 TOR yeast	BCLXL inh	MEX-5 binding	AGP1-GFP MLPCN	GLD-1 TGE inh	MCL1 BIM primary	GRK2 aptamer HTS	VLA-4 inh
Nn1cc(-c2ccccc2)nc1SCC(=O)NCCc1ccccc1	4	103	-4	-1.0	108	4	5	0	-4
CCN1CCN(c2cc(C)c3cc(NC(=O)Cc4ccccc4OC)ccc3n2)CC1	4	96	5	-0.1	95	1	10	5	0
O=C(O)C(F)(F)S(=O)(=O)O	1	100	5	0.5	98	-3	7	1	-7
Cc1cccc(NC(=O)C2CCN(S(=O)(=O)c3cccc4nsnc34)CC2)c1	2	72	0	-0.5	102	-4	2	2	12
Cc1ccc(S(=O)(=O)CCC(=O)OCc2nnc(-c3ccccc3Br)o2)cc1	·	98	-4	·	106	7	-11	2	10
Cc1noc(C)c1COC(=O)c1cccnc1SCC(=O)Nc1ccc2c(c1)OCO2	2	92	2	1.9	90	-8	-4	0	30
CCN(C(=O)c1ccc(S(=O)(=O)N(C)C)cc1)C(C)C(=O)Nc1ccc(C)cc1 (centres undefined)	-2	106	8	1.7	101	-6	15	1	-6
O=C(NC1CCSc2ccccc21)c1ccc(C(F)(F)F)cc1 (centres undefined)	2	95	-1	-0.6	103	5	-8	3	6
CC(CCc1ccccc1)NC(=O)CSc1ccccc1 (centres undefined)	-1	100	0	-1.8	108	2	-7	1	12
CC(C)CCn1nnnc1C(c1ccc(F)cc1)N1CCN(C(=O)c2ccco2)CC1 (centres undefined)	4	·	8	0.0	104	8	4	0	8
COc1ccc(NC(=O)c2oc3cc(C)c(C)cc3c2C)c(OC)c1	-1	97	0	0.5	·	6	-2	0	1
CCOC(=O)c1sc(=NC(=O)c2ccccc2)n(C)c1C	1	88	4	-0.6	100	0	3	2	3
CC1=NN(C2=NS(=O)(=O)c3ccccc32)C(C)(O)C1 (centres undefined)	1	101	2	-3.1	99	6	5	1	-11
Cn1c(=O)c2c(nc(Sc3ccccc3N)n2C)n(C)c1=O	0	103	6	0.0	103	7	6	0	-1
C=CCn1c(C(C)(C)C)nc2ccccc21	5	110	0	0.3	111	-4	-4	0	-12
CSc1nc2sc3c(c2c2nnnn12)CCCC3	0	97	2	-0.3	94	-7	-2	0	3
O=C(C1=C[C@@H](c2ccc(Br)cc2)C[C@@H](OCCCCO)O1)N1CCN(Cc2ccccc2)CC1	0	·	6	0.2	·	5	4	·	·
COc1ccccc1-c1nnc(SCCN2CCOCC2)n1-c1ccc(C)cc1	3	124	-15	1.4	30	-3	-23	5	-2
CCN(CC)S(=O)(=O)c1ccc(N2CCOCC2)c(NC(=O)c2[nH]c(C)c(C(C)=O)c2C)c1	·	107	·	·	107	1	·	0	-16
Cn1c(SCC(=O)Nc2ccc(Cl)cc2)nc(O)cc1=O	-3	96	-4	0.0	105	-2	-6	0	-22
O=C(NC(=S)Nn1cnc2c(cnn2-c2ccccc2)c1=O)c1ccccc1	-3	105	7	-1.3	104	8	18	0	-12
COc1cc(/C=N/NC(=O)CCn2nnc3ccccc32)ccc1O	0	122	-2	0.2	102	5	4	3	-6
CN1CCN(c2oc(-c3ccccc3)nc2S(=O)(=O)c2ccc(Br)cc2)CC1	0	106	4	0.4	104	4	0	0	-6
O=C(CNS(=O)(=O)/C=C/c1ccccc1)OC1CCOC1=O (centres undefined)	0	·	6	-2.2	93	-5	-3	0	-9
CN(C)C(=O)CSc1nnc(CCNC(=O)OC(C)(C)C)o1	1	·	5	-0.1	90	0	-4	0	25
CCOc1ccc(S(=O)(=O)N(CC)CC(=O)N2CCCC2)cc1	3	105	-1	-3.4	100	-1	-9	3	1
CCOC(=O)NC(=O)CN1C(=O)NC2(CCc3ccccc32)C1=O (centres undefined)	5	96	2	-0.5	95	1	2	0	5
COC(=O)c1cc2sccc2n1Cc1nc(-c2ccc(OC)cc2)oc1C	0	106	10	0.3	94	8	13	0	4
Cc1cc(C)c(NC(=O)CSc2ccc(-c3ccccn3)nn2)c(C)c1	3	84	1	4.7	87	4	-1	0	2
CCc1nc(C)cc(N)c1OCc1ccccc1	7	90	1	-1.1	96	-2	-7	2	-11
Cc1cccc(C)c1OCc1cc(C(=O)NC2CCC2)no1	1	111	4	-0.7	102	2	2	0	23
